# Screening data as filed in PubChem.
# HSP90 refold inh – blocks HSP90-mediated luciferase refolding in reticulocyte lysate; inhibition, % at 5.6 µM; AID 1789; 0.91% of 290,000 active; Rabbit reticulocyte lysate, luciferase refolding luminescence, 3 h;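 active means inhibition above the screen-wide mean plus 3 SD, computed separately per campaign, cut at about 16% in these data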;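 further: 0% = DMSO wells and 100% = 60 µM geldanamycin wells; inhibitors lower the luminescence because luciferase stays unfolded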
# GSK3 alpha inh – blocks human GSK-3 alpha kinase; ADP-Glo luminescence, 60 min; inhibition, % at 10 µM; 0.1% of 320,000 active; AID 2650;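 in the data active means inhibition above about 50%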;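 further: GST-tagged GSK-3 alpha with peptide substrate and 25 µM ATP; 0% = DMSO neutral wells and 100% = GW8510 positive control wells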
# Target sequence (P49840 whole entry, looked up): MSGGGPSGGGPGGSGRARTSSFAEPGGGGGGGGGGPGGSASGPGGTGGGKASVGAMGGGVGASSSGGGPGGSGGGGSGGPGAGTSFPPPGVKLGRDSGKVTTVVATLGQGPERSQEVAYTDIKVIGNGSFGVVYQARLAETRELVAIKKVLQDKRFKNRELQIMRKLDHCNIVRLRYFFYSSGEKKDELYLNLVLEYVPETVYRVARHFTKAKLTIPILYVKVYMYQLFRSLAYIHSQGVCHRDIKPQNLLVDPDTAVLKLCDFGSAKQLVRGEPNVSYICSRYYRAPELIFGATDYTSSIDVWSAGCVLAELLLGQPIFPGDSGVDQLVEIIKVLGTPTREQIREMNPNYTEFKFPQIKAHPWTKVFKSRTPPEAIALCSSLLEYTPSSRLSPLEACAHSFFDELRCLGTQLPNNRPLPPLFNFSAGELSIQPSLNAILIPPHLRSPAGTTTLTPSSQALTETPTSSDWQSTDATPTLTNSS
# HSF-1 act – increases HSF-1 driven luciferase reporter signal. NIH3T3-HGL HSF-1 luciferase reporter, MG132, 8 h; 100% = twice DMSO control signal. activation, % at 9 µM. 1.7% of 300,000 active. AID 504408;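 active means mean replicate activation of at least 50% with a set share of replicates each reaching 50%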;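 further: 0% = median of the neutral control wells and 100% = twice that signal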
# AI-2 QS modul – Vibrio harveyi AI-2 quorum sensing modulation; Vibrio harveyi JMH597 AI-2 luminescence/OD600 ratio, 9 h; stronger effect = lower value; strain lacks LuxN and CqsS sensors; 0 = neutral-control median; activity change, % at 7.5 µM; 0.4% of 300,000 active; AID 2094; in the data active means activity change below about -75%, passing the limit was not always enough;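 further: luminescence divided by OD600 gain over 9 h not by final OD600 alone; inactives centre near 13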
# HSF1 inh – HSF1 inhibition. NIH3T3-HGL HSE-luciferase, MG132-induced, luminescence 8 h; stronger effect = lower value. 0.77% of 300,000 active. activity change, negative = inhibition, % at 7.5 µM (by protocol);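 active means more than half of replicate wells show activity change below -50%, luminescence cut by over half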;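 further: luciferase reports HSF-1 transcriptional activity via heat shock element; 0% = median of DMSO wells and -100% = zero luminescence signal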
# aSyn UTR inh – MLPCN primary screen, SNCA 5' untranslated region | alpha-synuclein 5'UTR reporter, inhibitor activity | inhibition, % (tested at 7.5 µM) | 0.82% of 300,000 active | AID 1813; in the data active means inhibition above about 60%;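 further: H4 neuroglioblastoma cells stably carrying SNCA 5'UTR luciferase fusion; 0% = DMSO wells and 100% = positive control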
# KLF5 inhibitor – kruppel-like factor 5 inhibition; DLD-1 KLF5 promoter-luciferase reporter, luminescence; 0.23% of 290,000 active; inhibition, % at 5 µM; AID 1700;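 active means inhibition above a per-plate limit of that plate's mean compound inhibition plus 3 SD, cut at about 60% in these data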;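 further: 0% = DMSO wells and 100% = LY294002 at 200 µM; higher means less KLF5 promoter-driven luciferase light; inactives centre near -14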
# GSK3B inh – inhibitors of human GSK3beta kinase; activity score (negative = inhibition), % at 10 µM; 0.038% of 300,000 active; P49841; GST-GSK3beta kinase, ADP-Glo luminescence, 60 min; stronger effect = lower value;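 active means more than half of replicate wells score below -50%, meaning over 50% inhibition versus plate controls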;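 further: 0% = median DMSO wells and -100% = median GW8510 positive control wells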
# Target sequence (P49841 whole entry, looked up): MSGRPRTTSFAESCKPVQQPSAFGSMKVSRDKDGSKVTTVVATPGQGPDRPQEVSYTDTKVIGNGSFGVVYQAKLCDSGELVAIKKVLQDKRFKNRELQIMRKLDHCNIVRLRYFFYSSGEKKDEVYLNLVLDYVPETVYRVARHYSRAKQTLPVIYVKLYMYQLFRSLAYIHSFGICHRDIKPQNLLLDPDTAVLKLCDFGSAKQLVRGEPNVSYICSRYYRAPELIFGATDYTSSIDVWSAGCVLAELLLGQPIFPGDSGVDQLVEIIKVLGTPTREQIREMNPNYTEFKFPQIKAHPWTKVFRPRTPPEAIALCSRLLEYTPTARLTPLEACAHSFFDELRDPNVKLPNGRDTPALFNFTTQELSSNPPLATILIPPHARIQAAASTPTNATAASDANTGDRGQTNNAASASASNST
#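 Test system: GST-fused GSK3beta enzyme, cell-free | Quantity: 1.6 ng GST-GSK3beta enzyme per well | Reagent: 25 µM ATP with peptide substrate | Schedule: 60 min enzyme reaction, room temperature | Signal: Luminescent ADP-Glo measurement of ADP formed | Read-out basis: Score relative to plate controls | Control set: DMSO and 20 µM GW8510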
# HIF activator – HIF pathway transcriptional activation; AID 1910; U2OS HRE-luciferase reporter, luminescence; normalized: DMSO 0%, desferrioxamine 100%; activation, % at 7.5 µM (by protocol); 0.32% of 300,000 active;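 active means mean activation of at least 10% of the iron chelator positive control signal, with at least half of replicates also reaching 10%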
# IEC-6 tox – kills IEC-6 intestinal cells in KLF5 counter-screen. IEC-6 cytotoxicity, luminescence viability. inhibition, % at 5 µM. 0.78% of 290,000 active; in the data active means inhibition above about 22%;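 further: 0% = plate median of test compound wells and 100% = cytotoxic reference compound wells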
# * marks the source's active call; other numbers are inactive results; . = not tested or not shown.
canonical_smiles	HSP90 refold inh	GSK3 alpha inh	HSF-1 act	AI-2 QS modul	HSF1 inh	aSyn UTR inh	KLF5 inhibitor	GSK3B inh	HIF activator	IEC-6 tox
COc1ccccc1Nc1nc(N)nc(-c2oc3ccccc3c2C)n1	5.6	-2.0	15.3	18.0	-1.5	14.4	-0.6	1.8	0.3	3.3
O=S(=O)(Nc1ccc(N2CCCCC2)cc1)c1cccc2cccnc12	0.6	-1.7	2.8	15.3	-0.5	-23.9	-0.9	0.0	-0.2	-0.3
COc1ccccc1NS(=O)(=O)c1ccc2oc(N)nc2c1	-2.9	0.7	2.4	26.6	-6.5	-0.7	-15.9	0.0	-0.3	0.3
Cc1cccc(OCC(=O)Nc2ccccc2N2CCCCC2)c1	1.6	1.8	-19.7	11.7	-6.9	3.1	-18.7	-0.5	-0.3	-1.5
CCC(=O)N1CCN=C1SCc1cccc(C(F)(F)F)c1	-3.8	-10.7	-10.6	27.1	2.3	-8.9	-7.5	0.0	1.0	-3.2
COc1cccc(NC(=O)CSc2nc3ccccc3c(=O)n2CCCC(=O)NCC2CCCO2)c1 (centres undefined)	-0.9	-1.6	2.2	22.0	-2.1	15.3	4.0	3.2	-0.6	10.0
CN1CCN(c2ccccc2NC(=O)c2ccc(N3CCOCC3)c([N+](=O)[O-])c2)CC1	2.5	-0.5	15.6	-0.5	-2.7	2.1	-18.1	1.9	0.6	8.5
COc1cccc(C2CC(=O)Nc3cc4c(cc32)OCCO4)c1OC(C)C (centres undefined)	-3.1	-1.4	.	.	.	.	5.7	.	.	6.2
O=C(O)c1ccccc1-c1ccc(/C=C2\SC(=O)N(c3ccccc3)C2=O)o1	-2.8	-0.9	3.2	24.7	-0.2	-72.2	-125.0	1.8	2.7	2.8
Cc1nc(NC(=O)c2ccc(F)cc2)sc1C(=O)Nc1ccc2c(c1)CCC2	39.0*	-2.1	21.2	4.1	18.1	-98.5	-2.7	-0.1	.	-4.4
O=C(c1cccc(C(F)(F)F)c1)N1CCOC12CCN(c1ncc(C(F)(F)F)cc1Cl)CC2	-1.7	0.4	7.7	19.1	6.0	2.2	-20.4	0.3	-1.1	-0.4
O=C(COC(=O)c1ccco1)NCC1CCCO1 (centres undefined)	-1.0	-1.3	9.6	5.7	2.1	10.6	-35.8	-1.5	0.3	2.2
CC(C)CNC(=O)c1cccc(NC(=O)C(C)C)c1	1.2	-2.2	-13.1	29.7	5.5	9.8	-6.7	-1.9	0.0	-2.4
Cc1ccc(C(C)(O)CS(=O)(=O)Cc2ccccc2)cc1 (centres undefined)	2.7	-0.3	5.3	12.1	7.2	-10.5	-36.7	1.8	0.6	1.5
COc1ccc(S(=O)(=O)N2CC3CCCN3c3ccc(C(F)(F)F)cc32)cc1 (centres undefined)	1.4	0.0	24.5	12.3	1.5	18.4	-27.3	-1.4	-0.8	3.7
O=C(Nc1nc2ccccc2n1CCN1CCOCC1)c1ccc(Cl)cc1	-1.9	-4.7	-4.7	27.8	0.7	7.0	-54.5	-1.4	-0.5	4.1
CCOC(=O)C(C)n1nc(/C=C/c2ccccc2)ccc1=O (centres undefined)	-3.4	0.7	10.2	6.7	7.4	-9.1	4.7	-1.2	0.2	-2.0
COc1ccc(COc2ncnc3ccc(Br)cc23)cc1F	-1.5	-1.6	6.0	8.8	4.6	-15.7	-7.5	-0.6	1.8	1.0
O=C(NCc1ccco1)c1cnc2sccn2c1=O	0.8	-0.3	-0.3	12.0	-3.1	12.7	-8.6	0.5	-0.1	-1.8
CCC(=O)N1CCc2cc(Br)cc(S(=O)(=O)NC3CCN(Cc4ccccc4)CC3)c21	-3.3	5.5	6.0	34.5	-0.1	2.1	-5.4	-0.2	0.0	0.3
CSc1ccccc1C(=O)N(CC1CCCO1)c1c(N)n(Cc2ccccc2)c(=O)[nH]c1=O (centres undefined)	.	-1.4	-13.3	11.3	0.4	2.5	.	2.0	0.2	.
COc1ccc(COc2cc(-c3cccc(OC)c3)nc3ccc(N)cc23)cc1	5.5	1.9	-32.5	20.6	-24.5	-32.7	1.2	-1.6	2.9	5.6
O=C(Nc1cccc(O)c1)c1cc(-c2ccc3c(c2)OCO3)on1	68.3*	2.3	-40.7	22.6	-35.0	69.3*	83.4*	2.0	-4.3	0.4
CC(C)CC(COCc1cccc(C(F)(F)F)c1)N1CCN(C(=O)c2cccc(C(F)(F)F)c2)CCC1=O (centres undefined)	-3.1	-4.5	0.1	-5.9	10.9	26.7	-8.2	-1.6	-0.1	3.1
C/C(CC(=O)Nc1ccc(C)c(Cl)c1)=N\NC(=O)Cc1cnc(N)s1	0.4	-0.6	61.1*	6.1	26.6	-11.5	-18.9	4.8	1.4	-4.4
CC(C)c1nnc(NC(=O)CCS(=O)(=O)c2nc(-c3cccs3)cc(C(F)(F)F)n2)s1	4.3	1.0	194.8*	29.5	148.7	-54.1	-4.2	2.1	6.2	2.5
COc1cc(C=C2C(=O)c3ccccc3C2=O)ccc1O	9.2	9.8	5.0	-1.4	4.0	0.7	-14.0	-0.7	4.0	4.8
NC[C@@H]1O[C@H](C23CC4CC(CC(C4)C2)C3)Cc2c1ccc(O)c2O	.	7.3	-7.4	7.4	-7.3	19.9	.	-11.0	1.9	.
COc1ccccc1NC(=O)Cn1cnc2sc(C(=O)NCc3ccco3)c(C)c2c1=O	-3.6	0.7	8.0	36.9	4.9	12.5	-43.9	0.0	0.1	-1.9
COCCN(C(=O)CSc1nnc(-c2cccc(C)c2)n1C)c1c(N)n(Cc2ccccc2)c(=O)[nH]c1=O	1.9	-0.4	.	23.7	.	.	-13.7	1.0	.	-3.2
O=C(CNc1cccc(S(=O)(=O)N2CCCCC2)c1)Nc1cccc(F)c1	.	-1.4	25.8	15.8	15.1	4.1	.	-1.0	-0.6	.
Cc1ccc(S(=O)(=O)Cc2ccc(C(=O)NCCCN3CCN(C)CC3)o2)cc1	4.0	-1.5	-7.5	23.5	-1.9	-22.1	-17.3	-0.2	0.0	-0.1
Brc1cccc(Cn2c(-c3cncs3)nc3ccccc32)c1	-1.0	-1.8	28.1	7.3	11.3	2.6	-19.2	0.6	0.4	-4.0
Cc1ccc(S(=O)(=O)N2CCN(CC(=O)N/N=C/c3ccc(Br)s3)CC2)cc1	-1.9	-1.6	23.2	35.5	-2.6	23.2	-0.7	0.5	0.2	-3.5
CN(C)c1ccc(C(C(=O)NCC2CCCO2)N(C(=O)c2snc(C(N)=O)c2N)c2ccccc2)cc1 (centres undefined)	-1.0	1.9	1.6	14.7	-0.8	4.7	9.0	3.0	0.5	4.6
CC(=N\O)/C(CN(C)C)=N/O	-0.2	-0.5	8.0	19.2	-2.5	14.7	2.4	-1.4	-0.5	-3.7
CCN(CC(=O)Nc1ccccc1C(F)(F)F)C(=O)CSCC(=O)Nc1cc(C)on1	.	-5.0	8.1	10.3	-5.9	8.0	.	-0.4	-2.6	.
O=C(Nc1ccc2[nH]c(=O)[nH]c2c1)c1ccc(Br)o1	-2.8	0.8	-3.9	11.1	-3.3	-12.9	-28.8	0.0	0.5	3.5
Cc1ccsc1C1CC(=O)OC2=C1C(=O)CC(C)(C)C2 (centres undefined)	2.8	-2.1	0.9	3.0	0.9	10.0	-1.8	3.8	0.0	2.8
CN(C)S(=O)(=O)c1ccc(NC(=O)C2CC(=O)N(Cc3ccccc3Cl)C2)cc1 (centres undefined)	.	-1.3	-3.6	-39.1	1.7	-6.1	.	3.8	0.0	.
Cc1nn(C(=O)c2cccs2)c(C)c1CN1C(=O)c2ccccc2C1=O	-2.0	-0.1	-13.8	4.7	8.0	29.3	-15.3	0.7	0.3	-1.2
C=CCOC(=O)C1=C[C@H](c2ccc(Br)cc2)[C@@H](CCCO)[C@H](OCC)O1	8.5	-3.4	-5.8	5.8	2.2	-14.5	-6.9	-4.4	-0.4	1.1
COc1ccccc1Nc1ccc(S(=O)(=O)N2CCCCC2)cc1[N+](=O)[O-]	-0.5	0.0	12.6	4.5	0.6	16.5	-20.4	22.8	0.0	1.1
Cc1ccc(-c2ccc(/C=N/O)o2)cc1[N+](=O)[O-]	0.7	-0.2	14.1	5.4	7.9	-66.1	-22.8	0.2	1.7	-7.2
O=C(N/N=C1\CCCc2ccccc21)c1cccc(Br)c1	-0.7	-1.6	12.2	17.7	2.5	-92.7	-28.3	3.8	1.8	3.7
O=C(CCOc1ccccc1)Nc1ccnn1C1CCN(C(=O)CCC(F)(F)F)CC1	-1.1	-1.2	8.5	9.4	-4.2	-17.0	-31.9	3.0	0.2	0.8
O=C1/C(=C/c2cccc(F)c2)Oc2cc(O)ccc21	-3.1	1.0	45.0	23.3	26.3	-31.6	-35.6	-1.5	-1.5	1.7
N/C(=N\OC(=O)c1ccc(Cl)cc1Cl)c1ccccn1	91.2*	6.3	-74.3	22.9	-65.1*	88.8*	95.4*	-10.5	-2.4	13.7
Cc1cccc(C(=O)OCc2cncs2)c1	-1.5	0.2	31.6	0.6	-1.0	-47.8	-10.5	-5.9	1.9	4.0
O=C(NCc1cccc(F)c1)C1CCC(=O)N(C2CC2)C1 (centres undefined)	3.0	1.2	1.1	10.4	0.8	4.5	-3.5	2.6	0.7	3.5
CCCNC(=O)c1nn2c(C(F)(F)F)cc(-c3ccccc3)nc2c1Cl	6.6	-1.5	-7.1	-6.7	-6.2	8.4	-15.9	-2.1	1.5	3.5
O=c1c(Cc2c(F)cccc2Cl)c(O)ccn1CC1CCCO1 (centres undefined)	-2.3	-2.0	-4.2	31.0	-6.9	9.8	-26.3	1.5	0.1	-5.1
CN(CC(=O)Nc1cccc(F)c1)C(=O)c1cccnc1Sc1ccccc1	.	0.8	-3.6	19.3	-5.2	4.9	.	-0.3	-3.8	.
CCOC(=O)c1sc(NC(=O)/C=C/c2cnn(C)c2C)c(C(=O)OC(C)C)c1C	-1.5	0.2	-5.2	7.1	-1.7	25.2	-12.9	1.8	-0.2	0.6
O=C(Nc1ccccc1N1CCCC1)c1ccc2c(c1)OCO2	-4.0	-4.3	13.9	5.8	-3.3	-28.9	-24.3	3.0	-0.2	-0.8
COC(=O)CSc1nc(-c2ccccc2)cc(-c2ccco2)c1C#N	10.6	-0.1	32.8	36.0	8.1	-63.8	-12.5	-2.0	1.0	-5.6
Cc1ccc2c(c1)C=CC(C)N2C(=O)c1ccccc1 (centres undefined)	2.6	-2.9	40.1	26.6	20.5	18.5	7.4	2.3	-0.2	-4.4
